Screening data (PubChem)
MITF inh: MITF inhibitors, primary screen, biochemical, AlphaScreen, human; Microphthalmia-associated transcription factor (Homo sapiens), O75030; AlphaScreen MITF homodimerization, bead proximity signal; inhibition, % at 2.6 µM; actives 0.91% (n = 650,000); AID 1259374, 2018; in the data active = inhibition above about 50%;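 note: 0% = vehicle wells with protein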
Target sequence (O75030 whole entry, looked up): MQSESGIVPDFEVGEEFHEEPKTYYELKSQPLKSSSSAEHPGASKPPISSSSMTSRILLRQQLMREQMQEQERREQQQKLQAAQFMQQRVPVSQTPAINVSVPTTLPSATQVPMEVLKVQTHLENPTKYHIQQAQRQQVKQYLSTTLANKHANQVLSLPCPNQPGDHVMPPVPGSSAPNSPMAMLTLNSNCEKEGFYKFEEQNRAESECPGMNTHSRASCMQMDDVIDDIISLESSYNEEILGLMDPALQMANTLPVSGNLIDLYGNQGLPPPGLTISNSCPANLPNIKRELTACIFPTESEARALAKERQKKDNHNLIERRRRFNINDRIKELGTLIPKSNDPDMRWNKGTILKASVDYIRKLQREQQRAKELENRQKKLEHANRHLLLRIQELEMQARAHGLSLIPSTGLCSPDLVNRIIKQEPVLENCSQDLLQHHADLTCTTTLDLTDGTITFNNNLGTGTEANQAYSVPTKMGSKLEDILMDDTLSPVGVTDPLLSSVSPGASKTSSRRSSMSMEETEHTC
FBW7 act: FBW7 E3 ligase activators, primary screen, biochemical, AlphaScreen, human; AlphaScreen FBW7–phospho-cyclin E peptide binding, activator screen; normalized activity (activation), % at 26.1 µM; actives 0.13% (n = 650,000); in the data active = normalized activity above about 1.9%;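 note: purified mutant Fbw7 with reduced substrate affinity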
TEAD-YAP block: TEAD-YAP interaction inhibition, primary screen, TEAD-YAP interaction inhibitor project, luminescence, HEK-TIYL cells; TEAD-Gal4/YAP UAS-luciferase luminescence; inhibition, % at 9.12 µM; actives 1.4% (n = 640,000); AID 1259422, 2018; in the data active = inhibition above about 32%;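 note: 0% = median of test compound wells and 100% = reference inhibitor wells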
GPR151 ag: activators of human GPR151, primary screen, cell-based, PathHunter beta-arrestin, luminescence; PathHunter beta-arrestin GPR151 cells; G-protein coupled receptor 151 (Homo sapiens), Q8TDV0; activation, % at 11.2 µM; actives 1% (n = 650,000); in the data active = activation above about 4.9%;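 note: 0% = median of compound wells and 100% = cells with positive control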
Target sequence (Q8TDV0 whole entry, looked up): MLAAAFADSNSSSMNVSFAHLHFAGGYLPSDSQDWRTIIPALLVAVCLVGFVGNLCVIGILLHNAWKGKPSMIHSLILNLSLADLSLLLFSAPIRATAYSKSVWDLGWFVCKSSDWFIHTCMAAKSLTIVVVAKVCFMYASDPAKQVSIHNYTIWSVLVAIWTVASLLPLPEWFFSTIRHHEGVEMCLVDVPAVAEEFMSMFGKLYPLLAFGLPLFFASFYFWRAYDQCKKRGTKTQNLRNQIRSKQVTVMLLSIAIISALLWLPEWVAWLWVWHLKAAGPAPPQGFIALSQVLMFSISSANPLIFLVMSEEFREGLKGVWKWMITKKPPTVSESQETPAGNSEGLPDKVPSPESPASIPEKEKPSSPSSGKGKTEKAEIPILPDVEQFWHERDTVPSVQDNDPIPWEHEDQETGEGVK
Active calls of the source: *; · = not tested or not shown.

The first 2 records, to show the layout:
SMILES	MITF inh	FBW7 act	TEAD-YAP block	GPR151 ag
Cc1ccc2occ(/C=C/C(=O)c3ccc(O)cc3)c(=O)c2c1	-10	-0.1	-11	2.6
COc1ccc(-c2nc(-c3ccc(OC)c(OC)c3)[nH]c2-c2ccc(OC)cc2)cc1	3	0.0	-12	1.4

The whole of this part, previewed entries included:
SMILES	MITF inh	FBW7 act	TEAD-YAP block	GPR151 ag
Cc1ccc2occ(/C=C/C(=O)c3ccc(O)cc3)c(=O)c2c1	-10	-0.1	-11	2.6
COc1ccc(-c2nc(-c3ccc(OC)c(OC)c3)[nH]c2-c2ccc(OC)cc2)cc1	3	0.0	-12	1.4
CC(C)(C)c1ccc(Oc2cc(Nc3ccccc3)c3c4c(onc24)-c2ccccc2C3=O)cc1	5	-0.1	1	2.4
CCCOc1ccc(C2C(C(=O)OCC)=CN(C)C=C2C(=O)OCC)cc1	-8	0.3	3	-0.3
COc1cccc(Nc2nccc(-c3ccc4c(=O)n(C5CC5)c(C)nc4c3)n2)c1	6	-0.3	-9	-1.6
CCCCn1nnc(NC(=O)CSc2ccc(Cl)cc2)n1	29	-0.2	-3	3.8
O=C(Cc1ccc(Br)cc1)Nc1ccc2c(c1)OCO2	3	0.1	-23	0.3
Cc1cc(Cl)ccc1OCC(=O)NN	11	-0.1	2	-0.3
CC(=O)Nc1ccc(S(=O)(=O)Nc2ccc3c(c2)CCN3S(C)(=O)=O)cc1	2	-0.1	0	-0.1
O=C(CSc1ncnc2sc3c(c12)CCC3)NCc1ccc(C(=O)O)cc1	1	-0.1	-3	0.6
OCCC1CN(Cc2ccc(-n3cccn3)cc2)CCN1Cc1ccccc1F (stereo not given)	1	0.2	-1	3.3
S=C(Nc1ccccc1)N1CCn2c1nc1ccccc12	-3	-0.1	-15	0.6
CSc1ccccc1NC(=O)c1cc2nc(-c3ccccc3)cc(C)n2n1	16	0.2	-6	0.2
Cc1c(Cl)cccc1NC(=O)Nc1cccnc1	2	-0.1	-10	0.3
CC(C)C(=O)NCC(c1cccs1)S(=O)(=O)c1ccc(F)cc1 (stereo not given)	-7	0.1	6	-1.0
O=C(CNc1ccc2ccccc2c1)N/N=C/c1ccc(Br)c([N+](=O)[O-])c1	14	-0.1	2	2.6
COc1cccc(NC(=O)C(C)N(c2cc(C)cc(C)c2)S(C)(=O)=O)c1 (stereo not given)	3	0.2	-2	0.3
Cc1c(Cl)cccc1N1C(=O)C2CC=CCC2C1=O (stereo not given)	13	0.1	-6	-0.7
Nc1c(C(=O)NCc2ccccc2)nnn1Cc1cccc(Cl)c1	14	0.0	37*	1.3
CCNc1ncnc2sc(C(=O)NC(CC)COC)c(C)c12 (stereo not given)	17	0.5	9	-1.2
O=[N+]([O-])c1ccc(O)c(Nc2ncnc3ccccc23)c1	1	0.1	-3	0.4
COc1cc(/C=N/n2c(C(F)(F)F)n[nH]c2=S)cc(Br)c1O	-2	0.0	2	0.6
CC1=C(C(=O)N2CCOCC2)C(c2ccc(F)cc2)C2=C(CC(C)(C)CC2=O)N1 (stereo not given)	-8	0.5	-3	2.2
OCCC1CN(Cc2cnc(N3CCOCC3)s2)CCN1Cc1ccsc1 (stereo not given)	-6	0.1	7	0.9
COc1ccc(/C=C2/SC(=S)N(CCC(=O)NCCCN3CCOCC3)C2=O)cc1	3	0.2	2	-0.5
Cn1c(O)c(/C=C2\C=NN=C2c2ccc(F)cc2)c(=O)[nH]c1=O	0	-0.6	0	-0.1
Cc1ccc(S(=O)(=O)N(C)CC(=O)NNC(=O)c2ccc(C(F)(F)F)cc2)cc1	-4	0.0	-2	-0.9
CCOC(=O)C(Oc1ccc(=O)n(-c2ccccc2)n1)C(C)=O (stereo not given)	8	0.4	-9	2.1
CC(c1ccncn1)N(C)c1nc2nonc2nc1N1CCCCCC1 (stereo not given)	3	-0.2	3	-0.2
O=C(NCc1nnc2n1CCN(C(=O)C1(c3ccccc3)CC1)CC2)c1ccccc1	12	0.0	0	4.2
O=C(Nc1ccc(-c2cn[nH]c2)cc1)N1CCc2ccccc2C1	-5	-0.3	-7	1.1
Cc1cc(NC(=O)CSc2nc3[nH]ncc3c(=O)n2-c2ccccc2C)n[nH]1	17	1.4	6	0.1
Cc1ccc(/C=C2\SC(=S)N(CCC(=O)NC3=NCCS3)C2=O)cc1	2	0.1	-1	-0.9
CCn1c(C(=O)O)c(CC(=O)N(C)c2ccc(C(C)C)cc2)c2ccccc21	2	-0.1	-1	-0.6
Cc1cnc(C)c(-c2ccc3c(c2)CC(CNC(=O)[C@@H]2CCC(=O)N2)O3)n1 (stereo not given in full)	0	-0.1	-4	-0.3
COC(=O)C1=C(C)NC(=O)CC1c1cccc(OC)c1OC (stereo not given)	17	1.4	-6	0.0
Cc1cccc(N2CCN(C(=O)Cn3c4ccccc4c4nc(=O)cc(C)n43)CC2C)c1 (stereo not given)	-6	-0.3	14	-0.2
CCCCCCC1=NN(C(=O)C2CC2)C(O)(C(F)(F)F)C1 (stereo not given)	13	0.1	1	1.3
COc1cc(NS(=O)(=O)c2ccc(NC(=O)COc3ccc(C)cc3)cc2)nc(OC)n1	-6	0.0	-6	0.3
N#Cc1c(NC(=O)c2cccc3ccccc23)sc2c1CCC2	-11	-0.1	58*	-0.9
Cn1c(=O)c2c(SCc3cccc([N+](=O)[O-])c3)nc(-c3cccs3)nc2n(C)c1=O	6	-0.2	5	0.3
COc1cc(NC(=O)CSc2nc(=O)n(CCN(C)C)c3c2CCCC3)cc(OC)c1	18	0.1	5	-1.4
COc1ccc(-n2nc(C(=O)NCC(=O)N3CCOCC3)c3ccccc3c2=O)cc1Cl	13	0.1	7	1.2
Cc1cc(C)c(NC(=O)CSc2nnc3[nH]c(=O)cc(C)n23)c(C)c1	11	0.0	2	-1.0
CN(C(=O)c1ccccc1Br)C1CCCCC1	-9	0.1	1	-0.1
COc1ccc(N2CCN(c3ncnc4sc(C(=O)N5CCN(Cc6ccc7c(c6)OCO7)CC5)c(C)c34)CC2)cc1	-5	-0.2	7	2.1
COc1ccccc1CN1CCc2nnc(CNC(=O)c3cc(C)oc3C)n2CC1	-2	-0.1	10	0.3
Cc1cc(C)c2nc(N3CCCC(C(=O)NCCCOC(C)C)C3)sc2c1 (stereo not given)	-12	-0.1	-1	0.3
O=C(/C=C/c1cccc([N+](=O)[O-])c1)NC1C2CC3CC(C2)CC1C3 (stereo not given)	-5	0.0	-14	3.7
COC(=O)c1ccc2oc(-c3ccc(-c4nc5cc(C(=O)OC)ccc5o4)c4ccccc34)nc2c1	-6	0.0	-10	-1.6
Cc1cc(C(=O)COC(=O)C(CC(C)C)NC(N)=O)c(C)n1Cc1cccs1 (stereo not given)	-4	0.0	66*	-1.2
COCCn1c(COc2cccc(OC)c2)nnc1SCC(=O)NC(C)(C)C	12	0.0	-3	-0.5
Cc1ccc(C(=O)N/C(=C/c2ccc(-c3ccc(Cl)cc3)o2)C(=O)NC(C)(C)C)cc1	4	0.3	2	-0.5
NC(=S)N/N=C1\c2ccccc2-c2c(C(=O)O)cccc21	3	0.1	4	-1.1
COC(=O)c1ccc(C(=O)OC)c(S(=O)(=O)Nc2ccc(C(C)=O)cc2)c1	0	0.0	-2	-0.7
CCSc1ncnc2c(C#N)c3n(c12)CCCCC3	7	0.0	-16	-0.6
CN(C)CC(C)(C)CNS(=O)(=O)c1ccc(Cl)s1	-11	0.2	5	-0.4
CCCCOC(=O)Nc1ccc([N+](=O)[O-])cc1OC	-5	-0.1	-13	-1.0
Cc1ccc(C(=O)Cn2nnc3ccccc32)cc1	0	0.1	-52	-1.7
COc1ccc(-n2c(C)cc(/C=C3/C(=N)N4C=C(C)SC4=NC3=O)c2C)cc1	13	0.1	1	0.2

Pulled by compound from above:
SMILES	MITF inh	FBW7 act	TEAD-YAP block	GPR151 ag
Cc1cnc(C)c(-c2ccc3c(c2)CC(CNC(=O)[C@@H]2CCC(=O)N2)O3)n1 (stereo not given in full)	0	-0.1	-4	-0.3
COCCn1c(COc2cccc(OC)c2)nnc1SCC(=O)NC(C)(C)C	12	0.0	-3	-0.5
Cc1ccc(C(=O)Cn2nnc3ccccc32)cc1	0	0.1	-52	-1.7
COc1ccc(/C=C2/SC(=S)N(CCC(=O)NCCCN3CCOCC3)C2=O)cc1	3	0.2	2	-0.5
CCCCOC(=O)Nc1ccc([N+](=O)[O-])cc1OC	-5	-0.1	-13	-1.0
CCn1c(C(=O)O)c(CC(=O)N(C)c2ccc(C(C)C)cc2)c2ccccc21	2	-0.1	-1	-0.6

Going on with the list:
SMILES	MITF inh	FBW7 act	TEAD-YAP block	GPR151 ag
NC(=O)c1ccccc1Nc1cc(NC(=O)Cc2ccc3c(c2)OCO3)ncc1Cl	11	0.2	70*	-0.4
O=C(CN1CCN(c2cccc(Cl)c2)CC1)c1ccc2c(c1)CCN2	-18	-0.1	18	0.2
C=CCN1C(=O)c2ccccc2C1(O)c1ccc(Cl)cc1 (stereo not given)	8	0.9	0	-1.1
O=C(CN1CCN(c2ncccn2)CC1)N1CCCC1	6	0.2	-4	-0.8
Cn1c(=O)c2c(-c3ccccc3)n(Cc3ccccc3)cc2n(C)c1=O	8	-0.1	-6	1.1
COc1cc(NS(=O)(=O)c2cc(Cl)ccc2OC)c(OC)cc1Cl	4	1.1	6	-1.4
COc1ccc(S(=O)(=O)Nc2ccccc2F)c(Cl)c1Cl	-2	0.0	-3	-1.1
CCNC(=S)N(Cc1ccc2c(c1)OCO2)C1CC(=O)N(c2ccc(F)cc2)C1=O (stereo not given)	-2	0.1	19	0.2
CC(=O)Nc1ccc(C(=S)N2CCN(CCO)CC2)cc1	7	-0.1	-6	-0.2
C=CCn1c(=NC(=O)c2ccc(S(=O)(=O)N3CCOCC3)cc2)sc2cccc(OC)c21	-17	0.2	2	1.6
Cc1ccnn1C1CC(=O)N(c2ccccc2)C1=O (stereo not given)	12	0.1	6	-0.1
CC1(C)Cc2ccccc2C2=C(C(=O)N3CCCC3)C(=O)C(=O)N21	6	0.0	4	0.3
CCCCn1c(NCc2ccccc2NS(=O)(=O)c2ccc(C)cc2)nc2ccccc21	6	0.2	10	-0.1
c1ccc2cc(C3=NCCN3)ncc2c1	-11	0.0	·	1.2
CCCCCCC1CC1C(=O)Nc1ccc2ccccc2c1 (stereo not given)	9	0.3	-1	-1.2
Cc1ccnc(SCc2cc(=O)c(OC(=O)c3cc4ccccc4oc3=O)co2)n1	13	-0.1	-3	1.5
Cc1ccc(Cn2c(C)c3cnn(CC(=O)NCCN4CCCCC4C)c(=O)c3c2C)cc1 (stereo not given)	8	0.1	4	-2.6
Cc1ccc(CNC(=O)c2ccc(Cl)c([N+](=O)[O-])c2)cc1	-12	-0.1	6	1.5
CC1=C(C(=O)OC2CCCCC2)C(c2cccc([N+](=O)[O-])c2)C2=C(CCCC2=O)N1 (stereo not given)	2	0.1	2	-0.4
NS(=O)(=O)c1ccc(-c2ccc(/C=C3\C(=O)N(c4ccc(Cl)cc4)N=C3C(F)(F)F)o2)cc1	11	0.4	2	-2.3
CC1CCN(C(=O)CN2CCC(c3nc4ccccc4[nH]3)CC2)CC1	-9	-0.1	-3	-1.8
O=C(Cn1cnc2scc(-c3cccc([N+](=O)[O-])c3)c2c1=O)Nc1ccccc1	14	0.2	-10	0.8
CCCCCCC(=O)NC(N1CCOCC1)C(Cl)(Cl)Cl (stereo not given)	-2	0.1	-2	-1.5
COc1cc(N)cc(-n2nnnc2C)c1	16	0.4	-14	-0.2
O=C(NCc1ccco1)c1cc(=O)[nH]c2ccc(S(=O)(=O)N3CCCC3)cc12	11	0.3	-13	-0.6
Fc1cccc(-c2nn3c(-c4ccccc4)nnc3s2)c1	-3	-0.1	-8	2.0
O=C(CNc1n[nH]c(=O)[nH]c1=O)N/N=C\c1ccc(OCc2ccccc2)cc1	13	0.0	4	-0.7
CS(=O)(=O)C1Cc2ccccc2CN1C(=O)Nc1ccc(S(N)(=O)=O)cc1 (stereo not given)	-1	0.1	7	1.0
O=[N+]([O-])c1ccc(Cl)c(S(=O)(=O)N2CCOCC2)c1	-6	0.1	-11	-0.6
CC(=O)Nc1ccc(C(=O)N2CCC(C)CC2)cc1	-9	-0.1	0	0.9
CN1CCN(C(=O)CSCc2ccc(Cl)cc2)CC1	-3	-0.1	-44	0.2
Cc1cc(C)n2c(SC3CCCCC3NS(=O)(=O)c3ccccc3)nnc2n1 (stereo not given)	11	-0.1	-1	0.9
CCCCCCCCCCCCCC(=O)N[C@H](C)[C@@H](O)c1ccccc1	-2	·	·	2.2
O=C(CCSCc1cccc(F)c1)NCCc1ccccc1	11	0.2	-10	1.2
C=C1CSc2nc(=O)c3c4c(sc3n21)CCC4	4	0.1	1	0.2
CCOc1ccccc1CN1CCN(C2CCC2)CC1CCO (stereo not given)	2	0.2	-1	1.4
COc1ccc(C(=O)NC(=S)Nc2ccc(Cc3ccncc3)cc2)cc1Cl	4	0.1	-3	0.2
O=C1CC(=O)Nc2cc(S(=O)(=O)N3CCCC4CCCCC43)ccc2N1 (stereo not given)	6	0.4	3	-0.9

Full records, quoted from the list. Order of values: MITF inh | FBW7 act | TEAD-YAP block | GPR151 ag
CCCCCCCCCCCCCC(=O)N[C@H](C)[C@@H](O)c1ccccc1 reads -2 | · | · | 2.2
Fc1cccc(-c2nn3c(-c4ccccc4)nnc3s2)c1 reads -3 | -0.1 | -8 | 2.0
